GALK inh = blocks human galactokinase activity | AID 1868 | Potency, µM (titrated, usually from 57.5 µM), for the others: at the top dose activity change, negative = inhibition, most hits filed as inhibitors | actives 0.007% (n = 270,000) | Purified GALK, Kinase-Glo residual ATP luminescence; also: potency is read from the fitted curve at half-maximal effect; % is scaled to controls: 0 for no effect and ±100 for the full control effect
Target sequence (P51570 whole entry, looked up): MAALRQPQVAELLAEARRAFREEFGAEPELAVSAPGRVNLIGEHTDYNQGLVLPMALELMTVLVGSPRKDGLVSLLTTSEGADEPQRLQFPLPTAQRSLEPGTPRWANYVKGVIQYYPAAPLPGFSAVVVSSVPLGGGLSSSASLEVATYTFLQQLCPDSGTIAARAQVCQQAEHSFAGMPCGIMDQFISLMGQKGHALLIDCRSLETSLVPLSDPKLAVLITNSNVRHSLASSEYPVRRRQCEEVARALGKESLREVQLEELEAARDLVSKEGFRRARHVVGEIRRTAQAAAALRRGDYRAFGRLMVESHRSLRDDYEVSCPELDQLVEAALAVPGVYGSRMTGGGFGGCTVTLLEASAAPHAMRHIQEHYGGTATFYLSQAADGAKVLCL
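Human GALK (5 nM) with 35 uM ATP and 100 uM galactose in 20 mM HEPES pH 8.0, 5 mM MgCl2, 60 mM NaCl, 1 mM DTT, 0.01% BSA. After 1 h at room temperature, leftover ATP was read by Kinase-Glo Plus luminescence.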
Tb PFK inh = blocks T. brucei phosphofructokinase; Potency, µM (series often up to 57.5 µM), for the others: at the highest dose activity, negative = inhibition, hits mostly inhibitors; actives 0.17% (n = 330,000); T. brucei PFK, ADP-Glo luminescence; O15648;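 also: potency is read from the fitted curve at half-maximal effect; 0% = uninhibited 1x PFK enzyme wells and -100% = no-enzyme wells; nearly all actives have a fitted effect of over 60% in size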
Target sequence (O15648 whole entry, looked up): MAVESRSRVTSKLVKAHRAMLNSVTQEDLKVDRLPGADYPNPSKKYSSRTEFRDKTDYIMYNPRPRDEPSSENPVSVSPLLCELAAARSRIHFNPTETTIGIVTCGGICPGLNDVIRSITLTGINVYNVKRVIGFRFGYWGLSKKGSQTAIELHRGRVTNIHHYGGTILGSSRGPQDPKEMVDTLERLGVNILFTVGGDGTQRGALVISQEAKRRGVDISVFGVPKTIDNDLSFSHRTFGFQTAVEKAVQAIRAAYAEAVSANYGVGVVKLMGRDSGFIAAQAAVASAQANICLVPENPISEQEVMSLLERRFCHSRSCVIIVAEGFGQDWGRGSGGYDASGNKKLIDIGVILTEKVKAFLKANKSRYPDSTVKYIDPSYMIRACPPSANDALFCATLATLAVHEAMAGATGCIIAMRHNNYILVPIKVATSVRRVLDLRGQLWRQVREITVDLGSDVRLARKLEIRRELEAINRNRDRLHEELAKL
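Activity is normalized to no-enzyme wells (full inhibition) and 1.25 nM enzyme wells (no inhibition). Reaction: 0.5 mM F6P, 0.1 mM ATP, 45 min RT, ADP-Glo luminescence; concentration-response curves fitted and classed by quality.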
Coupling enz = counter-screen for Giardia aldolase inhibitors: coupling enzyme system; coupling enzyme system counterscreen, AmpLite Red fluorescence; actives 0.67% (n = 290,000); activity change, negative = inhibition, % at 58.2 µM, hits read low; in the data active = activity change below about -30%; also: % is scaled to controls: 0 for no effect and ±100 for the full control effect
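Fluorescence at 525 nm excitation and 598 nm emission measured inhibition of the coupled detection system without aldolase. Compounds (at 57.5 uM final) were preincubated 10 min at room temperature with coupling enzyme reagent before a 20 min substrate/AmpLite Red step.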
MLL CXXC-DNA inh = MLL CXXC-DNA interaction inhibition; Q03164; MLL-CXXC / FITC-HOXA9 DNA fluorescence polarization; Potency, µM (titrated, usually from 115 µM), inactives show top-dose activity change, negative = inhibition, hits mostly inhibitors; actives 0.037% (n = 290,000); AID 2662; active = well fitted inhibition curve with a large enough effect in the polarisation, with a control signal flat, not every such curve was filed as active; inconclusive = small, poorly fitted or top-dose-only effect, or effect the other way, or a change in a side signal; inactive = no such curve, though single readings can be large or run the other way; the % refers to the polarisation; also: potency is read from the fitted curve at half-maximal effect
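Fluorescence polarization: 7 uM MLL-CXXC (stock) preincubated 5 min with compounds, then 50 nM fluorescein-HOX-A9 DNA (stock) added; 30 min ambient. Buffer 50 mM Tris-HCl pH 7.5, 50 mM NaCl, 1 mM DTT, 0.05% BSA.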
Chronic BCR inh = chronic active BCR signaling inhibition; actives 0.05% (n = 340,000); ABC-DLBCL IkBa-CBG/CBR reporter, luminescence ratio, 4 h; Potency, µM (doses to about 46.1 µM), inactives show at the top dose ratio change, negative = lower green/red ratio, most hits filed as inhibitors; AID 493014; active = well fitted inhibition curve with a large enough effect in the signal ratio, with a control signal flat, not every such curve was filed as active; inconclusive = small, poorly fitted or top-dose-only effect, or effect the other way, or a change in a side signal; the % refers to the signal ratio;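 also: potency is read from the fitted curve at half-maximal effect; plate controls were basal doxycycline-induced cells for no effect and cells given 10 µM MG132 for full effect; MG132 reads +100%, hits lower the ratio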
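Concentration-response series (up to 46 uM) were applied to TMD8 dual-reporter cells for 4 h at 37C with doxycycline. Green/red ratio, after filter-overlap correction, defined %Activity; red signal alone was normalised to basal cells and zero luminescence.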
Giardia killer = Giardia lamblia killing. activity change, % at 7.66 µM, hits read low. AID 540267. actives 0.15% (n = 340,000). Giardia lamblia trophozoite viability; in the data active = activity change below about -80%; inconclusive = between about -30% and that limit;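 also: parasites exposed to compound for two days anaerobically before the ATP read; % is scaled to controls: 0 for no effect and ±100 for the full control effect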
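Anaerobic 48 hrs incubation at 37 deg C of 100 trophozoites/well with test compounds; ATPLite 1-Step luminescence, 15-30 min RT, reports cellular ATP as viability.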
hERG WT inh = inhibitors of human wildtype KCNH2 potassium channel; Q12809; activity change, % at 1.84 µM; AID 720551; U2OS, BacMam KCNH2, thallium flux FluxOr; stronger effect = lower value; actives 0.37% (n = 340,000);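 active = maximum activity change below -70%; inconclusive = maximum activity change between -70% and -50%; inactive = maximum activity change above -50%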; also: % is scaled to controls: 0 for no effect and ±100 for the full control effect
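U2OS cells transduced with wild-type KCNH2 virus are loaded with FluxOr dye for 45 min, and thallium flux is measured in kinetic reads before and after stimulation buffer. Rate constants are normalized to DMSO controls.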
A-T KAP1 phos = potential ataxia-telangiectasia treatment; Potency, µM (highest dose often 57.5 µM), for the others: at the top dose activation, most hits filed as activators; […] A-T fibroblasts, KAP-1 phosphorylation AlphaLISA; neocarzinostatin DNA damage 30 min before lysis; actives 0.19% (n = 320,000); AID 485349; also: potency is read from the fitted curve at half-maximal effect; % of control where 0% means no effect; nearly all actives have a fitted effect of over 45% in size
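hTERT-immortalized A-T patient fibroblasts ([…]), 500 cells/well in OPTI-MEM, 1% FBS, got compounds for 60 min, then NCS for 30 min at 37C. Lysates were then assayed for phospho-KAP-1 by AlphaLISA (anti-pKAP1 donor, anti-KAP1 acceptor beads), 6 hr at 25C.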
TSHR antag = antagonists of human thyroid stimulating hormone receptor; P16473; TSHR-expressing cells, TSH-stimulated cAMP HTRF, 2 h; stronger effect = lower value; activity change, negative = inhibition, % at 11.5 µM; actives 0.2% (n = 330,000);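 active = activity change below a set negative limit, meaning inhibition stronger than a set level, cut at about -70% in these data; inconclusive = activity change between two set negative limits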; also: % is scaled to controls: 0 for no effect and ±100 for the full control effect
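TSHR-expressing cells, 200/well, pre-treated with compound, then stimulated with EC80 TSH (4nM final) for 2 hours at 37 deg C. cAMP measured by competitive HTRF: anti-cAMP cryptate antibody in lysis buffer plus cAMP-d2, read after 30 minutes at room temperature.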
TCR activator = activates T cell receptor signaling | Potency, µM (doses to about 9.22 µM), for the others: at the highest dose activation of IL-2 secretion, actives largely listed as activators | primary human leukocytes, anti-CD3, IL-2 HTRF, 48 h | 330,000 tested, under 10 active; also: % of control where 0% means no effect
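Using a-CD3 beads without co-stimulation, primary human leukocytes were exposed to compounds for 48 hr. An HTRF IL-2 kit measured the cytokine, with europium-to-d2 energy transfer producing emission at 665nm upon 320nm excitation.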
* marks the source's active call; other numbers are inactive results; ? = inconclusive; nt = no result given; & = joins results of further samples; [ ] = another dose, or the depositor's remark. Unless noted, calls follow the shape of the dose curve; as a rule, active = well fitted curve in the direction sought with a large enough effect; inconclusive = small, poorly fitted or top-dose-only effect, or another doubt; inactive = no such curve, though single readings can be large; an effect the other way counts as inactive or inconclusive.

The opening 2 entries, to show the layout:
SMILES	GALK inh	Tb PFK inh	Coupling enz	MLL CXXC-DNA inh	Chronic BCR inh	Giardia killer	hERG WT inh	A-T KAP1 phos	TSHR antag	TCR activator
CCOC(=O)C1CCN(C(=O)c2cc3cc(Br)ccc3oc2=O)CC1	1%	0%	-1	10%	1%	-12	-5	1%	-5	-4%
CC(C(=O)NC1CCCc2ccccc21)N1CCN(Cc2ccc3c(c2)OCO3)CC1 (stereo not drawn)	-1%	3%	5	15%	4%	-1	-14	12%	14	-1%

The list itself, previewed entries included:
SMILES	GALK inh	Tb PFK inh	Coupling enz	MLL CXXC-DNA inh	Chronic BCR inh	Giardia killer	hERG WT inh	A-T KAP1 phos	TSHR antag	TCR activator
CCOC(=O)C1CCN(C(=O)c2cc3cc(Br)ccc3oc2=O)CC1	1%	0%	-1	10%	1%	-12	-5	1%	-5	-4%
CC(C(=O)NC1CCCc2ccccc21)N1CCN(Cc2ccc3c(c2)OCO3)CC1 (stereo not drawn)	-1%	3%	5	15%	4%	-1	-14	12%	14	-1%
Cc1sc2nc(CSc3nnnn3-c3ccc(Cl)cc3)[nH]c(=O)c2c1C	-1%	-5%	1	26%	6%	-1	-4	-2%	15	-3%[46.1 µM]
O=[N+]([O-])c1cccnc1N1CCC(c2cc(-c3ccc(Cl)cc3)n[nH]2)CC1	0%	-3%	0	-8%	?	9	5	nt	-20	-7%
C[N+](C)(CC#Cc1ccccc1)CC(=O)c1ccccc1	nt	-1%	0	6%	1%	-8	-9	2%	-2	-6%[46.1 µM]
COc1cc(/C=C/C(=O)O)ccc1OCc1ccc([N+](=O)[O-])cc1	-3%	-2%	3	1%	0%	-8	-16	-1%	-19	3%
Cc1cccn2cc(CNc3ccccc3)nc12	-2%	-8%	1	0%	-13%	-17	-12	-6%	8	4%
COCCn1c(SCC(=O)Nc2c(C)n(C)n(-c3ccccc3)c2=O)nnc1-c1ccncc1	nt	0%	nt	nt	5%	-20	7	1%	4	-4%
COc1ccc(CNC(=O)COC(=O)c2ccc(OCc3c(C)noc3C)cc2)cc1OC	-2%	0%	1	1%	-5%	7	0	4%	-8	5%[46.1 µM]
CCOC(=O)CNC(=O)CSc1nc2cccnc2n1Cc1ccccc1	3%	-4%	3	3%	?	-3	-2	-57%[inhibitor]	9	7%
COc1ccc(-c2ccc(=O)n(CC(=O)NCC3COCCO3)n2)cc1 (stereo not drawn)	nt	-9%	nt	nt	0%	-16	0	-3%	11	2%
Cc1ccc(/C=C/C(=O)N2CCCC(C)C2)cc1 (stereo not drawn)	0%	-2%	-4	-3%	1%	-7	3	nt	-5	-6%[46.1 µM]
CCOC(=O)C(=CNNc1ccccc1)C(=O)OCC	1%	0%	2	25%	?	-6	5	6%	0	-7%
CC(C)C1Oc2ccccc2N(CC(=O)N2CCOCC2)C1=O (stereo not drawn)	1%	9%	2	-2%	2%	37[activator]	4	-1%	-2	2%
CCn1cc(C(=O)O)c(=O)c2cnc(N3CCN(C(=S)NC(=O)c4ccccc4Cl)CC3)nc21	-2%	4%	1	-3%	?	-15	-7	-4%	1	-6%
O=C1C(Cc2ccccc2)Nc2ncnc(N3CCOCC3)c2N1Cc1ccc(Br)cc1 (stereo not drawn)	nt	-2%	nt	nt	-11%	?	-1	4%	5	7%
CCOc1ccc(C2NC(=O)NC(C)=C2C(=O)OC)cc1C (stereo not drawn)	-2%	1%	4	6%	17%	-12	1	3%	-1	3%
Cc1ccc(-n2nc(C)c3c(C)c(CCC(=O)Nc4ccc(CN5CCCC5)cc4)c(C)nc32)cc1	3%	0%	1	65%[activator]	-1%	0	-8	0%	-8	-2%
O=C(NCC1CCCO1)c1ccc([N+](=O)[O-])s1 (stereo not drawn)	-1%	-4%	-1	27%	3%	?	-1	8%	1	9%
Cn1ncc(Cl)c1C(=O)N1CCN(c2ccc(F)cc2)CC1	7%	-16%	2	1%	?	2	-8	7%	56	-23%
O=C(COc1ccccc1[N+](=O)[O-])N/N=C/c1ccncc1	-1%	0%	4	5%	16%	-2	-17	-2%	6	-5%
COc1ccc(NC(=S)NC(=O)C2CCC2)cc1	2%	0%	nt	-7%	-2%	?	0	22%	8	0%
O=S(=O)(NCc1cccs1)NCc1ccccc1F	-6%	0%	2	-8%	6%	-18	-3	-3%	-2	2%
Cc1ccc(C)c(S(=O)(=O)N2CCN(C(=O)Nc3ccccc3)CC2)c1	4%	-5%	nt	-4%	0%	14	9	3%	1	3%
CCOc1ccccc1N(CC(=O)NC1CCCCC1)S(C)(=O)=O	3%	1%	-3	-3%	-2%	5	0	1%	43	11%
Nc1ccn(CC(=O)NCc2ccccc2)c(=O)n1	nt	5%	nt	nt	-1%	3	nt	24%	2	-6%
CC1CC(C)CN(C(=O)C2CCCN(S(=O)(=O)c3cnc[nH]3)C2)C1 (stereo not drawn)	0%	1%	1	8%	-1%	-4	-6	8%	5	-1%
COc1ccccc1NS(=O)(=O)c1cccc(C(=O)N2CCN(C/C=C/c3ccccc3)CC2)c1	-3%	3%	3	?	-3%	-15	-12	4%	-4	-2%
Cc1ccc(-c2c(C#N)c(N)n3c(nc4ccccc43)c2C#N)cc1	0%	1%	0	20%	?	33[activator]	-12	-4%	-7	-7%
COc1ccc(NC(=O)[C@H](COCc2ccccc2)NC(=O)OC(C)(C)C)cc1	-1%	-1%	nt	-1%	10%	13	2	4%	-12	-1%
CCC1CCCCN1C(=O)CSc1nc2c(cnn2-c2ccc(C)cc2)c(=O)[nH]1 (stereo not drawn)	1%	-5%	4	9%	7%	9	0	5%	6	1%
Cc1ccccc1CCNC(=O)C1CCC(=O)N(Cc2ccc(Cl)cc2)C1 (stereo not drawn)	-6%	-3%	nt	29%	-2%	25	-30	2%	-8	0%
COc1ccc(OC)c(NC(=O)CSc2ncccn2)c1	0%	1%	1	-1%	19%	10	1	4%	1	6%
CCOC(=O)c1c(NC(=O)CCNCc2ccco2)sc2c1CCC2	-1%	-7%	3	-13%	7%	-7	4	-1%	1	2%
c1ccc(Oc2cccc3cccnc23)nc1	-2%	2%	-1	-12%	0%	-13	3	0%	-4	4%
Cc1cccc(C2c3[nH]c4ccccc4c3CCN2C(=O)c2cc(C(C)C)nc(N)n2)n1 (stereo not drawn)	0%	7%	-9	25%	-27%	-29	-5	5%[11.5 µM]	-13	6%
Cn1c(=O)c2c(SCC(=O)Nc3nccs3)nc(C3CC3)nc2n(C)c1=O	nt	2%	6	-6%	?	0	-46	20%	-4	-3%
O=C(O)CN1C(=O)/C(=C/c2ccccc2Br)Oc2ccccc21	nt	0%	9	10%	5%	31[activator]	2	0%	16	-15%
COc1ccc(/C=N/n2cnc3c([nH]c4ccc(Br)cc43)c2=O)cc1CN1CCOCC1	3%	-3%	1	0%	-1%	-11	15	7%	1	6%
COc1ccc(Nc2nc(Cl)nc(N3CCN(c4ccc(OC)cc4)CC3)n2)cc1	-2%	1%	-2	15%	?	nt	nt	-5%	-2	nt
COc1ccc(-c2cc(C(F)(F)F)nc(-n3cc(Br)cn3)n2)cc1	-2%	4%	1	5%	3%	-9	-4	0%	-9	-1%
CC1CCc2c(sc(NC(=O)COC(=O)c3ccc(O)cc3)c2C#N)C1 (stereo not drawn)	4%	0%	-3	?	-1%	13	-8	-3%	-8	-20%
COC(=O)C1C(c2ccc(N(C)C)cc2)C(C(=O)OC)S(=O)(=O)CS1(=O)=O (stereo not drawn)	-1%	1%	-1	25%	?	-24	-3	-2%	-2	-1%
COc1ccc(/C=N/NC(=O)c2c(C)nnn2-c2nonc2N)cc1OC	-1%	-1%	1	0%	-3%	2	-5	-2%	-2	4%
CCOC(=O)C1CCN(C(=O)c2cc3c(=O)n4ccccc4nc3n2C)CC1	-2%	2%	0	-5%	-2%	-15	-15	14%	27	3%
Cc1cccc(-n2nnc(C(=O)NCc3ccc4c(c3)OCO4)c2N)c1	-4%	-4%	-7	0%	?	9	-4	2%	-15	-5%
COc1cc(NC(=O)c2cncc(-c3ccc(C#N)cc3)c2)cc(C(=O)Nc2cccc(C(F)(F)F)c2)c1	0%	3%	-4	-3%	-3%	-12	-16&-32	29%	-7	-2%
COC(=O)N/N=C(/c1ccccc1)C1CCCCC1	-3%	-2%	1	8%	8%	nt	nt	-1%	23	nt
CCOC(=O)C1C(=O)C=C(c2ccc(OC)cc2)CC1c1ccco1 (stereo not drawn)	-1%	1%	-1	7%	0%	5	-6	1%	-23	8%
CCCCN(C)CCC(=O)Nc1ccc(OC)cc1OC	-2%	-6%	3	-5%	7%	-2	6	0%	3	-4%[46.1 µM]
CCOc1cccc(=O)c2c(C)n(C)c(C)c12	16%	-5%	-9	14%	-1%	-8	5	1%	-12	0%
Cc1cc(C)c(C#N)c(SCC(=O)N2CCCCC2)n1	0%	-17%	0	4%	2%	4	-5	-2%	-1	3%

Source: PubChem BioAssay
